Screening results as filed in PubChem BioAssay.
influenza NS1A = NS1A inhibition, H1N1 influenza, cell based functional assay (AID 504329). NS1A functional cell-based assay, percent inhibition; higher % means a stronger effect. inhibition, % at 12.5 µM; hits with a dose series show IC50 in µM. 340,000 compounds, 0.3% hits; in the data active = a potency from the dose series; inconclusive = inhibition above about 27% without an active follow-up result; also: strong numbers were not always called active
tuberculosis growth = growth inhibition of non-replicating M. tuberculosis (AID 488890); inhibition, % at 25 µM, or IC50 in µM where a hit was titrated; 320,000 compounds, 0.39% hits; Mycobacterium tuberculosis non-replicating, growth inhibition; higher % means a stronger effect; in the data active = a potency from the dose series; inconclusive = inhibition mostly from about 82% at the one dose, without a potency; inactive = the rest, 99 in 100 with inhibition below about 76%;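 also: plate controls were DMSO cells for no effect and high antibiotic wells for full effect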
inhibitors of VEEV = inhibitors of VEEV TC-83 cytopathic effect, confirmation, Vero cells (AID 588727); Vero cells, VEEV TC-83 cytopathic effect inhibition; higher % means a stronger effect; 350,000 compounds, 0.13% hits; inhibition, % at 20 µM, or IC50 in µM where a hit was titrated; in the data active = a potency from the dose series; inconclusive = inhibition mostly from about 14% at the one dose, without a potency; inactive = the rest, 99 in 100 with inhibition below about 12%; also: strong numbers were not always called active
M. tuberculosis HTS = M. tuberculosis growth inhibition, HTS (AID 449762); M. tuberculosis H37Rv growth inhibition, 7H9 media; higher % means a stronger effect; inhibition, % at 25 µM, or IC50 in µM where a hit was titrated; 330,000 compounds, 0.59% hits; in the data active = a potency from the dose series; inconclusive = inhibition above about 70% without an active follow-up result;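 also: bacterial growth assessed after seven days of incubation; strong numbers were not always called active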
Salmonella PhoP GFP = PhoP regulon inhibitors, Salmonella typhi PhoP promoter GFP reporter, confirmatory (AID 1850); Salmonella Typhi PhoP-promoter GFP reporter, fluorescence, 4 h; higher % means a stronger effect; 310,000 compounds, 0.33% hits; inhibition, % at 50 µM, or IC50 in µM where a hit was titrated; in the data active = a potency from the dose series; inconclusive = inhibition mostly from about 25% at the one dose, without a potency; inactive = the rest, 99 in 100 with inhibition below about 19%;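 also: 0% = induced wells with vehicle and 100% = uninduced wells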
inhibitors of VEEV 10K pilot screen = recorded beside inhibitors of VEEV, whose call it bears; inhibition, %; measured here: 10K pilot screen inhibition
The depositor's hits bear a star; i = inactive; ? = inconclusive; / = no result given. Not a hit list, and some 1.5% of all compounds hit somewhere here.

SMILES	influenza NS1A	tuberculosis growth	inhibitors of VEEV	M. tuberculosis HTS	Salmonella PhoP GFP	others
COc1cc(C(=O)NCc2ccc(C(=O)NCC(OC)OC)cc2)cc(OC)c1OC	-2%	-5%	1.0%	4%	-6%
COc1ccccc1NC(=S)NNC(=O)c1ccccc1Br	10%	-17%	0.6%	0%	-10%
Cc1ccccc1CCNC(=O)Cn1nc(C)c2c(C)n(-c3ccccc3)nc2c1=O	4%	0%	i	-9%	-20%
Cc1cccc(/C=N\Nc2nnc(-c3ccccc3)c(=O)[nH]2)c1	-2%	11%	1.5%	-1%	-6%
CCOC(=O)c1c2c([nH]c(=S)c1C#N)CCCC2	-28%	-5%	3.8%	4%	-5%
Cc1ncc2c(n1)NC(=O)NC2	-1%	/	i	/	/
CC(=O)c1ccc(NC(=O)c2ccc(N3CCCC3=O)cc2)cc1	-3%	/	1.7%	/	/
CCc1ccc2[nH]c(=O)c(C(c3nnnn3Cc3ccco3)N3CCC(C)CC3)cc2c1 (configuration not stated)	3%	35%	3.0%	10%	3%
C=CCNC(=S)Nc1ccc(Cl)cc1	-1%	55%	1.9%	-6%	2%
COc1cccc(CNCCNC(=O)c2nonc2N)c1	0%	2%	i	3%	3%
Cc1nccn1CCOc1ccccc1Cl	1%	1%	i	-2%	2%
N#Cc1c(NC(=O)C2CCCO2)sc2c1CCCCCC2 (configuration not stated)	6%	-4%	0.3%	-20%	-4%
N#CCCN(Cc1cccnc1)C(=O)Nc1ccccc1	-6%	2%	2.3%	-1%	4%
CNC(=O)COC(=O)c1cccc(S(=O)(=O)N2CCN(c3ccc(F)cc3)CC2)c1	-3%	3%	1.1%	11%	13%
Cc1cc(C)c2sc(N(CCCN(C)C)C(=O)COc3ccc(Cl)cc3)nc2c1	2%	40%	i	1%	31µM*
C=CCN(CC(=O)NCc1ccc(OC)cc1)C(=O)c1csnn1	2%	6%	1.5%	6%	5%
COc1ccccc1OCCSc1nc2ccc([N+](=O)[O-])cc2s1	10%	?	0.6%	2%	-8%
COc1ccc(S(=O)(=O)N(C)c2ccc(C(=O)N3CCOCC3)cc2)cc1	1%	-10%	0.2%	-3%	5%
COc1ccc(C(=O)N/C(=C\c2ccc(OC)c(OC)c2)C(=O)N2CCCCC2)cc1	1%	0%	0.7%	1%	6%
Cn1c(SCc2ccccn2)nnc1-c1ccncc1	-17%	4%	1.7%	4%	5%
CSc1cccc(NC(=O)CN(C)S(=O)(=O)c2ccc(C)cc2)c1	-2%	25%	9.4%	-9%	6%
CCOc1ccc(NC(=O)CSc2ccc(-c3ccccn3)nn2)cc1	3%	?	1.4%	?	1%
CCCCOc1ccc(-c2c(C(=O)Nc3ccccc3)c(C)[nH]c(=S)c2C#N)cc1	0%	-1%	2.2%	17%	-7%
O=C(CCS(=O)(=O)c1ccccc1)N1CCCc2ccccc21	-6%	61%	1.4%	-4%	0%
COc1ccccc1COC(=O)CN1C(=O)NC2(CCCCC2C)C1=O (configuration not stated)	-8%	/	2.3%	/	/
CCN1C(=O)c2ccccc2Sc2ccc(C(=O)NCCC(C)C)cc21	1%	17%	1.9%	2%	-6%
O=C(NCc1ccccc1)C1=C[C@@H](c2ccc3c(c2)OCO3)C[C@@H](OCc2ccc(CO)cc2)O1	-1%	23%	9.2%	5%	8%
O=S1(=O)CCC(NC(=S)NCCNC(=S)NC2CCS(=O)(=O)C2)C1 (configuration not stated)	0%	32%	0.5%	19%	12%
Fc1ccc2cc(CCO[C@H]3CCCCO3)ncc2c1	4%	/	3.8%	6%	/
CCOC(=O)C(C)N1C(=O)S/C(=C\c2ccc(-c3ccccc3C(=O)O)o2)C1=O (configuration not stated)	-2%	2%	0.9%	-6%	-12%
CC1=NN(c2ccc(C)c(C)c2)C(=O)/C1=C/c1ccc2c(c1)n(C)c(=O)n2C	0%	24%	0.3%	-2%	0%
Cc1onc(-c2ccccc2Cl)c1C(=O)OCC(=O)N1CCCc2ccccc21	1%	30%	6.6%	-13%	14%
COCCNC(=O)CN(C(=O)Cn1nnc2ccccc21)c1cccc(C)c1C	-2%	-2%	2.6%	-12%	-11%
Cc1ccc(-n2ncc3c2CCCC3NC(=O)CCc2cnn(C)c2)cc1C (configuration not stated)	-10%	-1%	i	-12%	-7%
O=C(/C=C/c1cccc(C(F)(F)F)c1)N1CCN(c2ccccn2)CC1	12%	19%	2.7%	-4%	-11%
COc1ccc(S(=O)(=O)N2CCC(NC(=O)C(Cc3cccc(OC)c3OC)NC(C)=O)CC2)cc1 (configuration not stated)	/	-7%	2.3%	-6%	17%
Cc1cc(C)nc(SCc2ccc(C(=O)N/N=C/C3CCCCC3)cc2)n1	-3%	28%	0.4%	8%	-3%
CCOC(=O)/C(C#N)=C/c1cn(CCC(=O)O)nc1-c1ccccc1	-4%	5%	3.3%	-2%	-9%
CC(=O)NC1=C(NC2CCS(=O)(=O)C2)C(=O)c2ccccc2C1=O (configuration not stated)	-4%	-6%	i	-3%	1%
Nc1ccc(NC2C[C@@H](C(=O)O)NC2=O)cc1 (some centres not stated)	0%	-9%	i	-3%	-2%	inhibitors of VEEV 10K pilot screen=1.2
O=C(Nc1cccc([N+](=O)[O-])c1)N1CCc2ccccc2C1	2%	20%	1.2%	2%	-10%
NC1=NC(=O)/C(=C/c2cc(Br)c(O)c(Br)c2)S1	3%	7%	i	6%	-8%
Nc1nc(SCCO)[nH]c(=O)c1NC(=O)c1ccco1	-1%	/	0.3%	-10%	/
CCCN(CC(=O)Nc1c(C)cccc1CC)C(=O)SCC	1%	2%	0.3%	0%	-16%
CCc1cc(C(=O)N=Nc2c(O)[nH]c3ccc([N+](=O)[O-])cc23)c2ccccc2n1	1%	31%	0.7%	17%	-3%
COc1ccc(O)c(/C=N/c2nc3ccccc3n2C)c1	-1%	0%	0.9%	6%	-2%
Cc1cc(Cn2ccnc2)c(C)cc1Cn1ccnc1	-1%	5%	1.9%	-8%	-11%
O=Cc1ccc(-n2cc(C=O)c3ccccc32)cc1	0%	75%	1.1%	7%	-1%
N=C1C(c2nc3ccccc3s2)=C(O)CN1NC(=O)c1c[nH]c2ccccc12	14%	12%	0.9%	0%	-2%
CC(=O)Nc1cccc(Oc2nc(-c3ccccn3)nc3ccccc23)c1	/	53%	12%	-4%	-7%
CCc1n[nH]c(=S)n1/N=C/c1c[nH]c2ccc(Br)cc12	4%	-6%	i	3%	1%
COc1ccc(N2CCN(Cc3nc4ccccc4[nH]3)CC2)cc1	7%	11%	2.1%	-3%	4%
CC1CCc2sc(C(=O)N/N=C/c3ccc([N+](=O)[O-])cc3)cc2C1 (configuration not stated)	-10%	2%	i	0%	-9%
CC1=CN2C(=N)/C(=C/c3cn(CCCOc4ccccc4C)c4ccccc34)C(=O)N=C2S1	-4%	-10%	1.0%	-1%	-10%
CC(C)c1cc(C(F)(F)F)n2nc(C(=O)Nc3ccc(-n4cnnn4)cc3)cc2n1	3%	-8%	0.5%	0%	11%
CC(C)C(=O)Nc1nnc(SCC(=O)Nc2ccc3c(c2)OCCO3)s1	0%	47%	2.4%	13%	-11%
COC1(OC)C=CC(=O)C=C1NC(=O)c1ccccc1OC(C)=O	4%	?	8.6%	53%	1%	inhibitors of VEEV 10K pilot screen=11
Cc1c(NC(=O)C2CCCNC2=O)c(=O)n(-c2ccccc2)n1C (configuration not stated)	16%	3%	1.5%	-5%	5%
COc1ccc(NC(=O)c2n[nH]c(=O)c3ccccc23)cc1S(=O)(=O)N1CCCCC1	6%	1%	1.0%	1%	-2%
S=C(NCc1ccccc1)N1CCn2cccc2C1c1cccnc1 (configuration not stated)	-4%	/	0.5%	/	/

Arranged by count of non-hydrogen atoms (smallest number first): 7 of the compounds above.
SMILES	influenza NS1A	tuberculosis growth	inhibitors of VEEV	M. tuberculosis HTS	Salmonella PhoP GFP	others
C=CCNC(=S)Nc1ccc(Cl)cc1	-1%	55%	1.9%	-6%	2%
CCOC(=O)/C(C#N)=C/c1cn(CCC(=O)O)nc1-c1ccccc1	-4%	5%	3.3%	-2%	-9%
CC1=NN(c2ccc(C)c(C)c2)C(=O)/C1=C/c1ccc2c(c1)n(C)c(=O)n2C	0%	24%	0.3%	-2%	0%
CCOC(=O)C(C)N1C(=O)S/C(=C\c2ccc(-c3ccccc3C(=O)O)o2)C1=O (configuration not stated)	-2%	2%	0.9%	-6%	-12%
CCCCOc1ccc(-c2c(C(=O)Nc3ccccc3)c(C)[nH]c(=S)c2C#N)cc1	0%	-1%	2.2%	17%	-7%
COc1ccc(NC(=O)c2n[nH]c(=O)c3ccccc23)cc1S(=O)(=O)N1CCCCC1	6%	1%	1.0%	1%	-2%
CCc1ccc2[nH]c(=O)c(C(c3nnnn3Cc3ccco3)N3CCC(C)CC3)cc2c1 (configuration not stated)	3%	35%	3.0%	10%	3%

(list continues)
SMILES	influenza NS1A	tuberculosis growth	inhibitors of VEEV	M. tuberculosis HTS	Salmonella PhoP GFP	others
NC(=O)c1cc(N2C(=O)C=CC2=O)ccc1Cl	3%	9%	i	-3%	5%
Oc1ccc(Cl)cc1C1=NNC(c2cccs2)C1 (configuration not stated)	8%	3.9µM*	0.8%	2%	-2%
COc1ccc(CNC(=S)NCc2ccc(OC)cc2)cc1	2%	?	i	7%	6%
CCOC(=O)C1=C(O)/C(=C\c2ccc(CNS(=O)(=O)c3ccc(Br)cc3)o2)N=C1C	1%	25%	0.6%	2%	-7%
CSc1sc(-c2ccnc(SCC(=O)C(C)(C)C)n2)c2c1C(=O)CC(C)(C)C2	2%	-13%	1.1%	3%	-3%
CCOC(=O)C1=C(Cn2cnc3ccccc32)NC(=O)NC1c1ccc(Cl)cc1 (configuration not stated)	10%	36%	i	0%	-4%
O=C(Nc1nnc(-c2ccccc2)o1)c1cccc(S(=O)(=O)N2CCOCC2)c1	-17%	?	12%	?	/
CC(=O)Nc1ccc(C(=O)NC2CCCC2)cc1	-5%	-21%	i	-9%	-9%	inhibitors of VEEV 10K pilot screen=1.0
CCN(CC)C(=O)Cc1c(OC)ccc2cc(Br)ccc12	-6%	29%	0.5%	-3%	-1%
N/C(=N\[N+](=O)[O-])N1CCN(C(=O)OC2CCCC2)CC1	0%	-5%	0.8%	4%	2%
CCn1nnc(-c2ccccc2NS(=O)(=O)c2ccc(S(=O)(=O)N(C)C3CCCCC3)cc2)n1	-9%	44%	i	2%	0%
Cc1ccccc1CS(=O)(=O)Cc1ccc(C(=O)NCCCN2CC(C)CC(C)C2)o1 (configuration not stated)	5%	-12%	0.5%	-11%	8%
CC1CC(C)(C)N(C(=O)CSc2ccc(-c3ccc(F)cc3)nn2)c2ccccc21 (configuration not stated)	2%	14%	4.9%	7%	-13%
COc1cccc(/C=C/C(=O)OCC(=O)NCC2CCCCC2)c1OC	0%	3%	0.8%	10%	/
Cn1c(-c2ccccc2)c(CCO)c2ccccc21	6%	20%	0.9%	19%	1%	inhibitors of VEEV 10K pilot screen=0.0

Copied from the entries so far for reference:
SMILES	influenza NS1A	tuberculosis growth	inhibitors of VEEV	M. tuberculosis HTS	Salmonella PhoP GFP	others
NC(=O)c1cc(N2C(=O)C=CC2=O)ccc1Cl	3%	9%	i	-3%	5%
Oc1ccc(Cl)cc1C1=NNC(c2cccs2)C1 (configuration not stated)	8%	3.9µM*	0.8%	2%	-2%
COc1ccc(CNC(=S)NCc2ccc(OC)cc2)cc1	2%	?	i	7%	6%

Continuation.
SMILES	influenza NS1A	tuberculosis growth	inhibitors of VEEV	M. tuberculosis HTS	Salmonella PhoP GFP	others
C/C=C/c1ccccc1OCc1ccc(C(=O)OC)o1	3%	37%	0.9%	0%	-1%
Cc1ccc(/C(N)=N/OC(=O)c2ccc3ccccc3c2)cc1	-9%	21%	8.0%	-2%	-13%
COc1ccc(N2CCN(CC(=O)NC(=O)NCc3ccccc3)CC2)cc1	6%	9%	1.9%	-13%	/
COC(=O)CCc1sc(Nc2ccccc2)nc1-c1ccc(OC)cc1	22%	68%	0.9%	52%	-8%
CN1CCN(C(=O)c2cc([N+](=O)[O-])ccc2Cl)CC1	-4%	-15%	0.9%	-27%	-2%
N#Cc1ccccc1CN1C(=O)S/C(=C/c2cccn2-c2ccc(C(=O)O)cc2)C1=O	-4%	-6%	1.5%	6%	-6%
CCOc1cccc(NC(=O)C2CC(=O)NC(=Nc3ccccc3)S2)c1 (configuration not stated)	-6%	4%	6.8%	2%	0%
COc1cc(OC)c(OC)cc1CNc1nnnn1C	-2%	-3%	0.3%	0%	-2%
CCc1ccc(-c2ccc3nnc(SC)n3n2)cc1	-5%	36%	3.0%	17%	1%
COc1ccc2nc(C)cc(Sc3nc4ccccc4s3)c2c1	-23%	52%	23%	3%	-9%
CCCCC(=O)N1CCN(c2nc(-c3ccc(F)cc3)cs2)CC1	22%	/	0.2%	/	/
